Source: PubChem
HT1080-NT tox – qHTS for induction of synthetic lethality in tumor cells producing 2HG: qHTS for the HT-1080-NT fibrosarcoma cell line. HT-1080-NT fibrosarcoma viability, CellTiter-Glo ATP luminescence, 48 h. Potency, µM (highest dose often 46.1 µM), for inactives: top-dose activity, negative = less viability, actives largely listed as cytotoxic. hit rate 1.6% among 360,000;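 further: NT is the 2HG producing partner of a matched IDH1 knockdown line; 0% = DMSO-treated cells and -100% = media-only wells without cells; nearly all actives have a fitted effect of over 55% in size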
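Luminescent CellTiter-Glo readout after 48 hours of compound exposure at 37 degrees C defined viability of HT-1080-NT cells. Activity was normalized to DMSO wells and cell-free media wells; concentration-response curves were fitted and assigned curve classes.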
KB-V1 MDR tox – qHTS assay for MDR1-selective chemotherapeutics: Primary screen using the drug-selected MDR subline cells KB-V1. KB-V1 MDR cells viability, CellTiter-Glo, 72 h. Potency, µM (doses to about 46.1 µM), for inactives: at the highest dose activity change, negative = cytotoxicity, usual class: cytotoxic. hit rate 3.4% among 400,000; further: on the % scale 0 is the no-effect control and ±100 the full control effect; nearly all actives have a fitted effect of over 60% in size
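Luminescent ATP read-out (CellTiter-Glo, 10 min) measures survival of drug-selected KB-V1 MDR cells after 72 h, 37 degrees C compound exposure. Medium: phenol-red-free DMEM, 10% FBS. Values from fitted concentration-response curves.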
KB-3-1 cytotox – qHTS assay for MDR1-selective chemotherapeutics: Primary screen using the parental adenocarcinoma cell KB-3-1 | AID 1347075, 2019 | KB-3-1 viability, CellTiter-Glo ATP luminescence, 72 h | Potency, µM (highest dose often 46.1 µM), for inactives: at the highest dose activity change, negative = cytotoxic, most hits filed as cytotoxic | hit rate 1.4% among 400,000; further: on the % scale 0 is the no-effect control and ±100 the full control effect; nearly all actives have a fitted effect of over 60% in size
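Parental KB-3-1 viability, qHTS format: 72 h compound exposure, 37 °C; CellTiter-Glo; media-only wells and DMSO plates as controls; concentration-effect fits on corrected data.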
HT1080 IDH1KD tx – qHTS for induction of synthetic lethality in tumor cells producing 2HG: qHTS for the HT-1080-IDH1KD cell line; HT-1080 IDH1 knockdown viability, ATP luminescence, 48 h; Potency, µM (top dose mostly 46.1 µM), inactives show top-dose activity, negative = toxicity, most hits filed as cytotoxic; hit rate 2% among 360,000; AID 686971, 2013;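 further: 0% = DMSO wells and -100% = cell-free medium wells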
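CellTiter-Glo luminescence after 48 h compound exposure at 37 degrees C of IDH1-knockdown HT-1080 cells in 5% FBS RPMI. %Activity scaled between DMSO wells and cell-free media wells, with curves fitted and assigned curve classes.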
GLP1R inv ag – qHTS of GLP-1 Receptor Inverse Agonists (Inhibition Mode); Glucagon-like peptide 1 receptor (Homo sapiens), P43220; HEK293 GLP-1R CRE-luciferase, luminescence, 24 h; GLP-1R form is constitutively active; Potency, µM (highest dose often 38.3 µM), for the others: top-dose activity change, negative = inhibition, actives largely listed as inhibitors; hit rate 1.6% among 410,000; further: on the % scale 0 is the no-effect control and ±100 the full control effect; nearly all actives have a fitted effect of over 55% in size
Target sequence (P43220 whole entry, looked up): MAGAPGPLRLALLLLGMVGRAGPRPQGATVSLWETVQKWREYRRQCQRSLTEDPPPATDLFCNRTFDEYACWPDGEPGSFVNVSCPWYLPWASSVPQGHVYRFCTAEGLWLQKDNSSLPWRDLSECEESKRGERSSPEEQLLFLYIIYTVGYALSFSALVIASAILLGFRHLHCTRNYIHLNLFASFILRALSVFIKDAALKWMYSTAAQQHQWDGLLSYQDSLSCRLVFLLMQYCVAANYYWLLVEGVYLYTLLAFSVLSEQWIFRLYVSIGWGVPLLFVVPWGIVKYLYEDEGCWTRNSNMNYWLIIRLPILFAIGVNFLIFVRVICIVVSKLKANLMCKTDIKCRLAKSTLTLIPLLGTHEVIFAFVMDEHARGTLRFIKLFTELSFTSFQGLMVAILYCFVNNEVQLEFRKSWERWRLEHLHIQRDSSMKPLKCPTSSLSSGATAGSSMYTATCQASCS
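Readout was luciferase luminescence, measured 12 min after detection reagent at room temperature. Beforehand, GLP-1R reporter HEK293 cells had sat 12 h, then received compounds for 24 hr at 37 deg C.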
GLP-1R agonist – qHTS of GLP-1 Receptor Agonists; hit rate 0.007% among 380,000; HEK293 GLP-1R CRE-luciferase, luminescence, 4-6 h; cells express a hypersensitive GLP-1R form; Glucagon-like peptide 1 receptor (Homo sapiens), P43220; AID 624172, 2012; Potency, µM (top dose mostly 45.6 µM), for the others: at the highest dose activation, usual class: activators; further: % of control where 0% means no effect
SW480 rereplic – A quantitative high throughput screen for small molecules that induce DNA re-replication in SW480 colon adenocarcinoma cells | Potency, µM (highest dose often 46.1 µM), for inactives: at the top dose re-replication activation, hits mostly activators | SW480 DNA re-replication, Hoechst DNA content imaging, 48 h | hit rate 1.8% among 340,000; further: % of control where 0% means no effect; nearly all actives have a fitted effect of over 55% in size
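Image-based read-out: total Hoechst fluorescence of nuclei (405 nm excitation, 500-530 nm emission), with hits raising the fraction of high-intensity nuclei. SW480 colon cells incubated 48 hr with compounds at 37 C.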
TDP-43 yeast inh – qHTS of TDP-43 Inhibitors. TDP-43 expressing yeast growth rescue, BacTiter-Glo, 24 h. Potency, µM (titrated, usually from 46.1 µM), inactives show at the top dose growth rescue (activation), actives largely listed as activators. hit rate 1.8% among 410,000. AID 652104, 2013; further: % of control where 0% means no effect; nearly all actives have a fitted effect of over 50% in size
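Luminescence from BacTiter-Glo reports growth of TDP-43-expressing yeast after 24 hr at 30 deg C with compound. Cells were raffinose-pregrown to mid-log, then seeded in galactose medium at OD600=0.02.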
GLP1R cytotox – qHTS of GLP-1 Receptor Inverse Agonists: Cytotox Screen | HEK293 cAMP-luciferase reporter cells, luminescence, 24 h | Potency, µM (top dose mostly 38.3 µM), for inactives: top-dose activity change, negative = inhibition, usual class: inhibitors | hit rate 0.13% among 410,000 | AID 624418, 2012;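 further: loss of luciferase light is scored as toxicity; on the % scale 0 is the no-effect control and ±100 the full control effect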
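Here, cytotoxicity is scored as loss of luminescence. The MLSMR collection was tested on cells seeded in medium containing 10% Nu serum, with a 24 hr compound exposure preceded by 12 hours of culture.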
* hit, by the source's call; u = inconclusive; x = not tested or not shown; & = joins results of further samples; [ ] = dose if it differs, or a comment. The call rests on the fitted dose curve; in most records, active means well fitted curve in the direction sought with a large enough effect; inconclusive means small, poorly fitted or top-dose-only effect, or another doubt; inactive means no such curve, though single readings can be large; an effect the other way counts as inactive or inconclusive. Potency means the concentration at half of the fitted maximal effect. Outcome played no part in choosing rows. Share with any hit: about 9.4%.

SMILES | HT1080-NT tox | KB-V1 MDR tox | KB-3-1 cytotox | HT1080 IDH1KD tx | GLP1R inv ag | GLP-1R agonist | SW480 rereplic | TDP-43 yeast inh | GLP1R cytotox
COc1ccc(OC)c2[nH]c(=O)c(CCNS(=O)(=O)c3ccc(Cl)cc3)cc12 | 12.1% | 4.5% | 1.4% | 15.5% | 10.5% | -4.1% | -0.6% | 0.0% | 6.6%
CCCc1nc2c(C)ccc(C)c2c(N)c1CC | -3.1% | 2.2% | 0.0% | -24.2% | -0.4% | 0.9% | -18.5% | -21.0% | -38.5%
CCCCCCOc1ccc(/C(C)=N/NC2=NCCN2)cc1[N+](=O)[O-] | -23.5% | 9.4% | -7.7% | -11.2% | u | 16.6% | -103.6%[inhibitor] | -2.5% | u
O=C1/C(=C/c2cccnc2)N=C2CCCCCN12 | 12.0% | -5.1% | 3.5% | 6.7% | 22.8% | -3.3% | -63.2%[inhibitor] | -11.5% | 4.3%
CCC(=O)OCCCCCCOc1ccc(C(=O)O)cc1 | -3.4% | -16.2% | -5.5% | -2.2% | 0.0% | 16.9% | -3.0% | 22.6% | 18.7%
N#Cc1ccc(COc2cccc3cccnc23)cc1 | 2.8% | -6.4% | -1.4% | -11.1% | 15.0% | 13.0% | -5.9% | 11.0% | -0.4%
CCOC(=O)c1ccccc1NS(=O)(=O)c1c(-c2ccc(C)cc2)csc1C(=O)OC | x | -20.7% | u | x | u | x | x | -8.0% | 17.3%
CCOc1ccc(NCc2nc3ccccc3n2CCOc2ccccc2)cc1 | -14.1% | u | u | u | u | 0.9% | u | -22.5% | -2.3%
Cc1ccc(CNc2cc(C)nc3nc(-c4cccc(C)c4)nn23)cc1 | x | u | -19.7% | x | u | -0.4% | x | 20µM* | 3.3%
COc1cc2c(cc1NC(=O)CN1CCN(S(=O)(=O)c3ccc(F)cc3)CC1)oc1ccccc12 | 24.2% | -25.1% | -0.2% | 15.3% | 13.0% | -3.7% | -3.3% | -1.8% | -8.1%
CCN(CC)C(=O)CN1C(=O)C2(OCC(C)(C)CO2)c2ccccc21 | 1.7% | 16.4µM* | 4.0% | 11.9% | 3.0% | -1.2% | 3.4% | 24.1% | -16.4%
O=C(Nc1nnc(-c2ccccc2)o1)c1nc2ccccc2s1 | -1.6% | 6.0% | 1.8% | -24.0% | u | -1.8% | -4.2% | u | 12.4%

By substructure: the compounds so far with a halogen (two)
SMILES | HT1080-NT tox | KB-V1 MDR tox | KB-3-1 cytotox | HT1080 IDH1KD tx | GLP1R inv ag | GLP-1R agonist | SW480 rereplic | TDP-43 yeast inh | GLP1R cytotox
COc1ccc(OC)c2[nH]c(=O)c(CCNS(=O)(=O)c3ccc(Cl)cc3)cc12 | 12.1% | 4.5% | 1.4% | 15.5% | 10.5% | -4.1% | -0.6% | 0.0% | 6.6%
COc1cc2c(cc1NC(=O)CN1CCN(S(=O)(=O)c3ccc(F)cc3)CC1)oc1ccccc12 | 24.2% | -25.1% | -0.2% | 15.3% | 13.0% | -3.7% | -3.3% | -1.8% | -8.1%

Continuation:
SMILES | HT1080-NT tox | KB-V1 MDR tox | KB-3-1 cytotox | HT1080 IDH1KD tx | GLP1R inv ag | GLP-1R agonist | SW480 rereplic | TDP-43 yeast inh | GLP1R cytotox
CCS(=O)(=O)N1CCN(c2cc3c(cc2[N+](=O)[O-])n(C)c(=O)n3C)CC1 | 13.7% | u | -0.1% | 26.0% | 2.4% | 6.7% | -0.5% | -9.2% | 6.9%
Cc1cc(=O)n(CC(=O)NC(C)c2ccccc2)c2c1c(C)nn2C (centres undefined) | x | -17.8% | 8.0% | x | 1.6% | x | x | u | -0.5%
CC(C)(C)c1ccc(C2=NC(=O)C(CC(=O)O)S2)cc1 (centres undefined) | 2.2% | u | -11.9% | -1.6% | 3.7% | -1.4% | 13.4% | -14.5% | 22.0%
O=C(CN1C(=O)C2CCc3[nH]c4ccccc4c3C2C1=O)N1CCCC1 (centres undefined) | -0.9% | -17.2% | 11.2% | -7.2%[9.24 µM] | -10.6% | 12.3% | -3.4% | 18.3% | -2.6%
CC(NCC(O)c1ccc([N+](=O)[O-])cc1)C12CC3CC(CC(C3)C1)C2 (centres undefined) | 18.4µM* | -10.0% | -19.8% | 23.1µM* | u | 8.1% | 1.6% | 21.3% | -64.4%
O=C(CN1C2=NCCN2c2ccccc21)N1CCOCC1 | -2.7% | 5.3% | 14.0% | 18.6% | -0.2% | -0.6% | -1.8% | 18.8% | 0.3%
Cc1noc(C)c1C(=O)Nc1ccc(C#N)cc1 | -0.3% | u | u | -1.4% | -13.6% | 0.0% | -17.6% | 18.6% | 2.6%
CCC(CC)C(=O)N(C)c1c(C)nc2c(OCC=C(C)C)cccn12 | u | -6.1% | -4.1% | 14.6µM* | u | 5.6% | x | u | -13.2%
COCCNc1ncnc2c1nc1n2CCCC1 | 1.6% | -1.6% | 1.6% | 2.8% | 10.0% | 2.8% | -5.9% | 13.6% | 1.7%
O=C(CCC(=O)N1CC2CCCN2c2ccccc21)NCc1ccc(Cl)cc1 (centres undefined) | x | -11.1% | -7.6% | x | u | 0.0% | x | u | 2.7%
COc1cc(C=O)ccc1OCCOc1ccccc1[N+](=O)[O-] | 0.2% | 1.5% | 12.4% | -1.4% | 23.4% | 19.6% | 0.3% | 11.2% | 14.2%
S=c1[nH]nc(-c2ccco2)n1C1CCCCC1 | 9.6% | u | 5.8% | 15.8% | u | -1.6% | -11.8% | 26.0% | u
COc1cccc(-n2c(=O)c3c(C)c(C)sc3n(CC(=O)NCCc3ccc(OC)c(OC)c3)c2=O)c1 | x | 24.3% | 2.1% | x | -18.6% | x | x | 5.9% | -3.0%
CCNC(=O)CC1SC(=Nc2ccccc2C)N(C)C1=O (centres undefined) | 9.1% | 16.6% | 15.9% | 8.2% | 0.0% | -0.3% | -18.0% | -7.1% | -6.8%
CCOc1cc(N2CCOCC2)c(OCC)cc1NC(=O)c1nc2nc(C)cc(C)n2n1 | 9.6% | -12.9% | 8.4% | 17.1% | 27.3% | -1.8% | -1.7% | 7.5% | -3.8%
CC(=O)Nc1ccc(NC(=O)COc2ccc(Br)cc2C)cc1 | -4.0% | -4.2% | 11.6% | -5.2% | -1.8% | 10.7% | -7.1% | 9.2% | -3.9%
CN(C(=O)c1cccc(NC(=O)Cc2cccc(NC(=O)C3CCN(S(=O)(=O)c4cccc([N+](=O)[O-])c4)CC3)c2)c1)C1CC1 | -9.9% | u | 9.9% | -6.4% | 0.2% | -1.7% | -3.9% | u | -9.2%
Cc1[nH]nc2c1C(c1ccsc1)C1=C(CC(C)(C)CC1=O)N2 (centres undefined) | 1.9% | -0.8% | 20.0% | 4.5% | u | 6.4% | 15.1% | -10.5% | -8.4%
O=C(NC(=S)N1CCCCC1)c1cccs1 | 5.9% | -6.5% | 1.2% | -0.1% | -23.3% | 4.1% | -0.9% | -4.4% | u
O=C(NCCc1ccccc1F)C1C(=O)Nc2ccccc2C(=O)N1C1CCCCC1 (centres undefined) | 11.6% | -11.2% | -1.1% | -14.7% | -7.1% | x | x | u | -11.0%
Cc1ccc(CNC(=O)c2ccc(CS(=O)(=O)Cc3ccc(C)cc3)o2)cc1 | x | -2.8% | -16.7% | x | -6.4% | x | x | 4.9% | 2.8%
O=C(Nc1ccc(C(=O)N2CCOCC2)cc1)Nc1cccc(C(F)(F)F)c1 | 3.6% | x | x | -0.8% | u | -13.5% | -1.9% | 14.8% | -1.1%
COc1ccccc1CCNC(=O)c1nccnc1C(=O)O | 29.0% | 20.3% | -0.1% | u | 35.3%[activator] | -0.1% | -0.9% | 10.4% | 6.1%
COc1cc(Br)cc(CN2CCN(C=O)CC2)c1O | -10.9% | -2.2% | -5.9% | -16.2% | 0.0% | 0.0% | -3.1% | -0.4% | -5.7%
Oc1ccccc1-c1nc2cnccn2c1Nc1ccc(Cl)cc1 | x | -25.1% | -12.9% | x | u | -3.5% | x | u | 2.0%
O=C(NC(=S)N1CCCCC1c1cccnc1)c1ccccc1 (centres undefined) | -4.5% | 0.0% | 7.1% | 6.4% | -21.7% | -0.8% | -2.0% | 3.9% | -7.0%
O=C1NC[C@H](CCCCN2CCN(CC3CCCCC3)C(=O)C2=O)N(CCc2ccccc2)C1=O | 21.0% | 6.0% | 19.1% | 18.5% | 12.5% | 0.1% | x | 20.2% | -6.3%
CCc1nc2c(OCC=C(C)C)cccn2c1N(C)C(=O)c1ccc(OC)cc1 | u | -0.2% | u | u | u | -7.5% | x | -8.7% | -17.1%
COc1cccc(/C(C)=N/NC(=O)c2ccc(N(C)C)cc2)c1 | -1.0% | u | 0.5% | -0.4% | -10.2% | 1.6% | -6.0% | 19.6% | 7.8%
COCCNC(=S)NNC(=O)c1cccs1 | 17.7% | u | -2.5% | 4.1% | 1.5% | 8.5% | u | -16.4%[0.397 µM] | -10.5%
CCCCN(C)S(=O)(=O)c1cc2c3c(c1)CCC(=O)N3CCC2 | 3.7% | 2.0% | 0.1% | 0.0% | 8.6% | -1.1% | -0.8% | 6.9% | 0.2%
CCOc1ccc(NC(=O)CSc2nnnn2-c2ccc(C(N)=O)cc2)cc1 | -16.2% | u | 9.6% | -7.8% | 6.3% | -1.1% | -5.9% | -2.9% | 10.0%
COc1cc(Cc2cnc(N)nc2N)cc(OC)c1OC | -15.3%&19.8% | 21.2%&-0.4%&-10.3% | 0.0%&0.0%&19.9% | -5.3%&2.5% | 4.5%&7.9% | 11.4%&13.0%&-3.5% | -80.5%[inhibitor] | 4.1%&23.6% | -5.1%&-9.5%
CC(=O)NCCCOc1ccc([N+](=O)[O-])cc1Cl | -0.1% | -29.6% | -0.7% | -3.6% | 29.2% | -2.6% | -4.3% | -2.2% | 0.7%
